Bioassay records deposited in PubChem by National Center for Advancing Translational Sciences (NCATS).
KDM5B inhibitor: inhibitors of human KDM5B histone demethylase; Q9UGL1; AID 1347165; KDM5B demethylase, FDH-coupled NADH fluorescence (FDH is formaldehyde dehydrogenase); Potency, µM (series often up to 57.7 µM), for the others: at the top dose activity change, negative = inhibition, most hits filed as inhibitors; 220,000 compounds, 2.6% hits; active = well fitted inhibition curve with a large enough effect; inconclusive = small, poorly fitted or top-dose-only effect; inactive = no such curve, though single readings can be large or run the other way; also: 0% is about no effect; nearly all actives have a fitted effect of over 70% in size
Target sequence (Q9UGL1 whole entry, looked up): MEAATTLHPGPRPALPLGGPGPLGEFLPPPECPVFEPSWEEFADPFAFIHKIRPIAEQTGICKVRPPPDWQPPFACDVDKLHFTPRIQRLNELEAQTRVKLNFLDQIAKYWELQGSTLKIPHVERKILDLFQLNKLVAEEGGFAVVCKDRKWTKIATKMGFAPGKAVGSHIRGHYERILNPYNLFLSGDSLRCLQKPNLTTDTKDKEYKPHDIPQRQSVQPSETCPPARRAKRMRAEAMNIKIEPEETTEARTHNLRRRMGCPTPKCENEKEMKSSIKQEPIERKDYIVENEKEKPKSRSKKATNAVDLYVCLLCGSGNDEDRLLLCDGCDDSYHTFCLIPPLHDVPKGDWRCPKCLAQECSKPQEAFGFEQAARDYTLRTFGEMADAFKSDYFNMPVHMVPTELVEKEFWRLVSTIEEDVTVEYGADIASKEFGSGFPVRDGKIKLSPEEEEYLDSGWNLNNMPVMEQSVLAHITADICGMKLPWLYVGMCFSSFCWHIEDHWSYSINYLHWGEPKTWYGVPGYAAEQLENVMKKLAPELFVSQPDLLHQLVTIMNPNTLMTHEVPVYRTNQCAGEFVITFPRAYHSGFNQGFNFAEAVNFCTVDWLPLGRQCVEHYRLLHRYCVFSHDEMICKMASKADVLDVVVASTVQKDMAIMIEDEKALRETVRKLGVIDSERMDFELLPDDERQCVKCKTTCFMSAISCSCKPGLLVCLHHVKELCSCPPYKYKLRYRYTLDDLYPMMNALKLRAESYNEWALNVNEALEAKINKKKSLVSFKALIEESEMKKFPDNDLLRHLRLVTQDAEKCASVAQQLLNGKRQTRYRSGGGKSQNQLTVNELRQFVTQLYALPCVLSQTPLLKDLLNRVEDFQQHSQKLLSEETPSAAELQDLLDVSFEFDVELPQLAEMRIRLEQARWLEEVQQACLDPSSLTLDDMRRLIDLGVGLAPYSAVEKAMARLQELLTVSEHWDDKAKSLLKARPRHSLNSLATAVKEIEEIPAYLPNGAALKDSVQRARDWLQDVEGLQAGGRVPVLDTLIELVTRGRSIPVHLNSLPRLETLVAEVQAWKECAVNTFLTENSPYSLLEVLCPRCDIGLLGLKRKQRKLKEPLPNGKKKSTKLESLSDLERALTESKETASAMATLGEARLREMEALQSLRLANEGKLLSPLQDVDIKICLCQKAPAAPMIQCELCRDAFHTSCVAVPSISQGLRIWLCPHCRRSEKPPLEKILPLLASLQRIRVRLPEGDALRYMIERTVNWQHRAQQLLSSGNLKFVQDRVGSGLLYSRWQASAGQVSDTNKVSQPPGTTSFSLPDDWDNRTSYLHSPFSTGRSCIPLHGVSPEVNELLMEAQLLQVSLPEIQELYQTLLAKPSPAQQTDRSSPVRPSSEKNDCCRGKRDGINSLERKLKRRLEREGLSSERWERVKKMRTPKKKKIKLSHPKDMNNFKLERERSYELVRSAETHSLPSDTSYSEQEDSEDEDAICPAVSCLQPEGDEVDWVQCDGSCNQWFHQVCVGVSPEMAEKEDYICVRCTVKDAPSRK
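Inhibition is measured as reduced NADH fluorescence generation from FDH coupling to formaldehyde release. Truncated KDM5BΔAP at 200 nM final acts on H3K4me3 peptide (12.5 µM in substrate mix) in pH 7.5 HEPES buffer with Tween-20, 30 min, room temperature.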
Numbers without * were called inactive; i = inactive; ? = inconclusive; & = joins results of further samples; [ ] = another dose, or the depositor's remark. Potency is read from the fitted curve at half-maximal effect. These rows are one share of the data. The share of hits here may be higher or lower than overall.

SMILES	KDM5B inhibitor
Cn1c(=O)oc2cc(S(=O)(=O)NCCC(=O)Nc3ccc(F)c(Cl)c3)ccc21	-6.8%
C=C(C)CN(CC)C(=O)CCc1cccs1	20.5%
Cn1cc(CCC(=O)NC2CC(C)(C)Cc3c2cnn3-c2ccc(F)cc2)cn1 (stereo unspecified)	19.3%
CCOC(=O)Cc1ccc(NC(=O)NCc2cccn2Cc2ccccc2)cc1	-22.9%
COC(=O)c1ccc(NC(=O)c2cnccn2)cc1	14.2%
Cc1cc(-n2c(SCc3ccccc3F)nc3[nH]ncc3c2=O)ccc1Cl	-14.8%
Cc1c(C(=O)Nc2ccc(F)cc2)sc2nc[nH]c(=O)c12	?
Cn1ccc2c(C(=O)NCC3CCC(=O)N3)nc(-c3ccccc3)cc21 (stereo unspecified)	i
CCc1nccn1CCCNc1nc(CCN)nc2ccccc12	?
C=CCCC(CN1CCCC1)Oc1cncc(C(=O)N2CCCC2)n1 (stereo unspecified)	8.91µM*
CC(C)CNC(=O)N1CCCN(Cc2ccncc2)C(c2ccccc2)CC(=O)NCC1 (stereo unspecified)	?
Cc1cc(C(=O)OCCCN(C)C2CN(Cc3cn(Cc4ccccc4C(F)(F)F)nn3)S(=O)(=O)C2)no1 (stereo unspecified)	-4.8%
CCn1c(CCC(N)=O)nnc1SC(C)C(=O)c1c[nH]c2ccccc12 (stereo unspecified)	7.0%
CC(NC(=O)CSCC(N)=O)c1ccc(Cl)s1 (stereo unspecified)	21.4%
O=C(CCn1c(=O)c2ccccc2n(CC(=O)Nc2cccc(F)c2)c1=O)NCCc1ccccc1	12.9%
COc1ccccc1C(=O)Nc1cccc(C2OC(=O)N(Cc3ccc(C)cc3)C2C(N)=O)c1 (stereo unspecified)	-14.3%
Cc1nc(-c2ccc(S(=O)(=O)Nc3ccc(Cl)cc3C)cc2)co1	-7.3%
O=C(c1ccoc1)N1CCC2(CCCCO2)CC1	6.2%
Nc1nn(Cc2ccc(Cl)cc2Cl)cc1Br	?
CC(C)CCNC(=O)CCC1CCN(S(=O)(=O)c2cccc(F)c2)CC1	20.4%
CCC(=O)N(Cc1cc(=O)[nH]c2ccccc12)c1ccccc1	-8.4%
CC(C)(C)CCN1CCC(F)(c2nc(-c3ccccc3)no2)CC1	-13.0%
Cc1c(C)c2ccc(O[C@@H]3O[C@H](CO)[C@@H](O)[C@H](O)[C@H]3O)c(C)c2oc1=O	?
C/C(=N\Nc1ccc(S(N)(=O)=O)cc1[N+](=O)[O-])c1cccs1	15.8%

Structures shown so far with an NH in an aromatic ring:
SMILES	KDM5B inhibitor
Cc1cc(-n2c(SCc3ccccc3F)nc3[nH]ncc3c2=O)ccc1Cl	-14.8%
Cc1c(C(=O)Nc2ccc(F)cc2)sc2nc[nH]c(=O)c12	?
CCn1c(CCC(N)=O)nnc1SC(C)C(=O)c1c[nH]c2ccccc12 (stereo unspecified)	7.0%
CCC(=O)N(Cc1cc(=O)[nH]c2ccccc12)c1ccccc1	-8.4%

Remaining list, next part
SMILES	KDM5B inhibitor
CCOc1ccc(-c2nc(C#N)c(NCCCOC)o2)cc1	?
CC(C)N(C)Cc1ccc(-c2nc(-c3ccncc3)cc(=O)[nH]2)cc1	-17.0%
CC(=O)Nc1ccc(CN2CCC3(CC2)CC(NC(C)=O)c2ccccc2O3)cc1 (stereo unspecified)	31.8%[activator][115 µM]
O=C(CC1C(=O)NCCN1Cc1cccc(Oc2ccccc2)c1)NCc1ccoc1 (stereo unspecified)	?
O=C(c1cc2ccccc2o1)N1CCCC2(COc3ccccc3[S+](=O)([O-])N2)C1 (stereo unspecified)	-9.5%[115 µM]
O=C(c1ccc(=O)[nH]c1)N1C[C@@H](COCC2CC2)[C@H](c2ccncc2)C1	-26.3%
COc1ccc(OC)c(NC(=O)c2ccc3c(SCC(=O)O)c4c(nc3c2)CCCC4)c1	-7.2%
O=C1CCCCN1CC(=O)N1CCCC(CCc2ccc(F)cc2F)C1 (stereo unspecified)	-10.4%
COc1ccc(-c2cc(N3CCN(C(=O)c4c[nH]c5ccccc45)CC3)n[nH]2)cc1	-11.5%
CCOc1ccc(CCNC(=O)CCCn2c(=O)c3cccn3c3ccccc32)cc1	-23.8%
C=CCNC(=O)CN1CCC(c2cc3ccccc3[nH]2)CC1	-2.9%
COc1ccc(C(=O)N2CC3CC(C2)[C@H]2CCCC(=O)N2C3)c(C)c1 (stereo partly specified)	-4.3%
CCOc1ccc(Nc2nc(-c3ccccc3)c(C(=O)Nc3cccnc3)s2)cc1	?
COc1cccc(NC(=O)O[C@@H]2CC[C@]3(C)C(CC[C@@H](O)[C@H]3CC(=O)N3CC[C@H](NC(C)=O)C3)[C@]2(C)CO)c1 (stereo partly specified)	34.1%[activator]
CCN(CC)c1nc2c(S(=O)(=O)c3ccc(C)cc3)nnn2c2ccsc12	-25.4%
Cc1ccc(OCc2ccc(-c3nc(C#N)c(N4CCC(C)CC4)o3)o2)cc1	?
Cc1noc(C)c1S(=O)(=O)N1CC(n2cc(C(=O)NCc3ccncc3)nn2)C1	0.8%
N#C/C(=C/C=C/c1ccccc1)C(=O)Nc1ccc(N2CCOCC2)cc1	-17.5%
CCCC1CCC(c2ccc(C(=O)Nc3ccc(OC)cc3)cc2)CC1 (stereo unspecified)	17.8%
Cc1cnc(CNC(=O)CC2C(=O)NCCN2CCCc2ccccc2)cn1 (stereo unspecified)	?
Cc1oc(-c2nc(C#N)c(NC3CC3)o2)cc1S(=O)(=O)N(C)C	?
O=C(Nc1ccc(Cl)cc1C(F)(F)F)c1ccc(F)cc1	5.2%
CCOC(=O)CN(CC(=O)NC1(C#N)CCCC1)C1CC1	10.4%
CNC(=O)CCn1ncc2cc(OC3CCc4cccc(-c5cccc(CO)c5)c43)ccc21 (stereo unspecified)	-24.6%[86.2 µM]

4 successive entries from above:
SMILES	KDM5B inhibitor
CCOc1ccc(Nc2nc(-c3ccccc3)c(C(=O)Nc3cccnc3)s2)cc1	?
COc1cccc(NC(=O)O[C@@H]2CC[C@]3(C)C(CC[C@@H](O)[C@H]3CC(=O)N3CC[C@H](NC(C)=O)C3)[C@]2(C)CO)c1 (stereo partly specified)	34.1%[activator]
CCN(CC)c1nc2c(S(=O)(=O)c3ccc(C)cc3)nnn2c2ccsc12	-25.4%
Cc1ccc(OCc2ccc(-c3nc(C#N)c(N4CCC(C)CC4)o3)o2)cc1	?

Remaining list, next part.
SMILES	KDM5B inhibitor
COCCN1C(=O)CC[C@]2(C(=O)NCc3cccnc3)CCCC[C@@H]12	2.1%
Cc1cc(C)c(Cn2c(C(O)c3ccccc3)nc3ccccc32)c(C)c1 (stereo unspecified)	-11.2%
O=C(CSc1nc2ccc([N+](=O)[O-])cc2s1)c1ccc2ccccc2c1	30.0%
COc1ccccc1CNC(=O)CCn1c(=O)c2ccccc2n(CC(=O)Nc2ccc(Br)cc2F)c1=O	-28.8%
C=Cc1ccc(CN2C(=O)N(c3ccc(C)cc3)S(=O)(=O)c3ccccc32)cc1	-27.1%
Cn1c(=O)c2c(nc(Cl)n2CC(=O)NCC23CC4CC(CC(C4)C2)C3)n(C)c1=O	11.3%
CC(C)(C)OC(=O)N1CCC(c2c(C(=O)N3CCN(C(=O)c4ccco4)CC3)cnn2-c2cccc(Cl)c2)CC1	-28.7%
COc1c(C)cnc(CN2CCN(C(C(=O)O)c3c[nH]c4ccc(CO)cc34)CC2)c1C (stereo unspecified)	-19.1%
CCc1cn(C[C@H](NC(=O)c2ccco2)C(=O)O)c(=O)[nH]c1=O	-15.7%[86.2 µM]
CCCc1nn2c(=O)cc(COC(=O)c3cccc(NC(=O)CCc4ccccc4)c3)nc2s1	?
CC(=O)Nc1ccccc1-c1c(C)nn2c1N(CCCc1ccccc1)CCC2	?
COc1ccc(C2=C(C)C(N3CCC(C(=O)NCc4ccco4)CC3)=NS2(=O)=O)cc1	-18.8%
CN(C)C(=O)c1cc(-c2ccc(Cl)cc2Cl)c2cnn(C)c2n1	?
CCN(Cc1ccco1)C(=O)c1cc2ccc(OC)cc2[nH]1	?
Cc1ccc(CNCc2ccccc2)s1	?
Cc1ccc(S(=O)(=O)n2ccc3c(OCCOCCNCc4ccc(F)cc4)cccc32)cc1	?
O=Cc1ccc2c(c1)CCN2Cc1ccccc1	?
Cc1ccc2c(c1)C(O)(CC(=O)c1ccc(F)cc1)C(=O)N2 (stereo unspecified)	11.6%
O=C(c1cccnc1-c1nc2ccccc2s1)N1CCOCC1	-17.6%
O=C(O)CCC(NC(=O)c1ccc(-c2ccc(Cl)cc2)s1)C(=O)O (stereo unspecified)	?
O=[N+]([O-])c1cccc(-c2noc([C@@H]3C[C@@H](O)CN3Cc3ncc[nH]3)n2)c1	-7.6%[86.2 µM]
Cc1ccc(N2CC(c3noc(COc4cccc(C)c4)n3)CC2=O)cc1 (stereo unspecified)	-6.6%
COc1cccc(NC(=O)c2sc3nc(N4CCOCC4)c4c(c3c2N)CC(C)(C)OC4)c1	?
NC(=O)NC(=O)CN1c2cccc3cccc(c23)S1(=O)=O	?
COc1ccc(N(C(=O)c2snc(C(N)=O)c2N)C(C(=O)NCc2ccccc2)c2ccc(F)cc2)c(OC)c1 (stereo unspecified)	?
COc1ccc(CNCc2ccc3c(c2)n(C)c(=O)n3C)cc1	5.3%
Cc1ncc(-c2ccc(S(=O)(=O)Nc3ccccc3)cc2)o1	4.8%
Cc1ccc(C)c(N2CCN(C(=O)C3CCN(S(=O)(=O)c4ccc5[nH]c(=O)oc5c4)CC3)CC2)c1	-12.4%
Cc1ccccc1NC(=O)/C(C#N)=C/c1ccc(Cl)cc1Cl	?
COc1ccc(CN2CCC3(CC2)NCc2ccccc2NC3=O)cc1	-8.3%[149 µM]
COC(=O)c1cccc(NC(=O)C2CCCN(S(=O)(=O)Cc3ccccc3Cl)C2)c1C (stereo unspecified)	3.9%
Fc1ccc(-c2nc(CSc3ncn[nH]3)co2)cc1	7.6%
COc1ccc(CC(=O)N2CCCN(c3cc(-c4ccc(OC)cc4)[nH]n3)CC2)cc1	?
COc1ccc(CCN(C)C(=O)CCNC(=O)c2ccc(Br)cc2)cc1OC	31.5%
COc1cccc(-n2cc(C(=O)Nc3cccc(C(F)(F)F)c3)c3ccccc3c2=O)c1	?
O=C(OCc1nnc(-c2cccs2)o1)C1=NN(c2ccccc2)C(=O)CC1	-4.5%
COc1cc(OC)cc(C(=O)Nc2ccc3oc(-c4ccc(OC)c(Cl)c4)nc3c2)c1	?
O=C(CCC(=O)N1Cc2ccccc2Oc2ncccc21)Nc1ccc(Cl)cc1	-17.2%
Cc1noc(-c2cccc(F)c2)c1C(=O)NCc1ccc(Cl)cc1	0.4%
Clc1ccc2c(c1)C(c1ccccc1Cl)=Nc1ccc(Cl)cc1C(c1ccccc1Cl)=N2	-19.0%
COc1ccc(-c2noc(CCC(=O)NCC3CCCO3)n2)cc1OC (stereo unspecified)	-0.9%
Cc1cc(OCc2cc(C(=O)NCc3csc(C(C)C)n3)no2)cc(C)c1Cl	15.6%
Cc1cc(C(=O)Nc2cccc(C)c2C)c2c(C)nn(-c3cccc(F)c3)c2n1	60.2%[activator]
CCn1cc(S(=O)(=O)N2CCC(c3noc(-c4ccncc4)n3)C2)cn1 (stereo unspecified)	-22.2%
COc1ccc(C(=O)Oc2ccc(C)cc2)cc1	16.0%
CC(Sc1ccc(C#N)cc1)C(=O)NC1CCCC1 (stereo unspecified)	14.7%
COc1ccc(C2Cn3nnc(-c4noc(C5CCC5)n4)c3CO2)cc1 (stereo unspecified)	-7.4%
CN(C)CCNC(=O)c1cnc2c(c1)N(Cc1ccccc1)CCC2	35.5µM*
COc1cccc(CN2CC[C@H]3C(=O)NCCCCCCN(Cc4ccncc4)[C@@H]3C2)n1	20µM*
O=C(NC[C@H]1O[C@H](Cc2cc(CN3CCN(c4ccccc4)CC3)on2)CC[C@@H]1O)c1ccccc1	27.7%
COc1ccccc1Oc1coc2cc(OC(=O)c3ccccc3F)ccc2c1=O	?
Cc1ccc(-c2noc(-c3cccc(Br)c3)n2)cc1	1.0%
O=C(CN1CC2CC(C1)[C@H]1CCCC(=O)N1C2)N1CCN(c2ccccc2)CC1 (stereo partly specified)	-18.2%
O=C(O)c1ccc2ncccc2c1	-12.8%
COc1cccc(OC)c1-c1c(-c2ccccc2)ncn1CCCSC	16.2%
O=C(Cn1nc2n(c1=O)CCCC2)Nc1cccc(Cl)c1	23.6%
O=C(c1ccc(F)cc1)N1CCC[C@H]1c1nc(-c2ccccc2)no1	-15.1%
CCC1CN(C(=O)N2CCC(C(=O)NCc3ccc(OC)cc3OC)CC2)c2cc(C)ccc2O1 (stereo unspecified)	8.9%&-16.2%
COc1ccc(C(=O)NCC2(COc3cccnc3)C[C@@H](O)[C@@H](O)C2)cc1 (stereo partly specified)	-37.1%[86.2 µM]
Cc1sc2ncn(CC(=O)Nc3cccc(C(F)(F)F)c3)c(=O)c2c1S(=O)(=O)N1CCC(C)CC1	-8.7%
Cc1ccc(CN(Cc2ccco2)C(=O)COc2c(C)cc(C)cc2C)cc1	?
COc1cccc(S(=O)(=O)N2CCC(c3noc(-c4cccnc4)n3)C2)c1 (stereo unspecified)	16.8%
